From PubChem
EBI2 block = EBI2 receptor antagonists, beta-arrestin recruitment, primary screen, cell-based, luminescence, 7a,25-OHC stimulation, uHTS. G-protein coupled receptor 183 (Homo sapiens), P32249. 7a,25-OHC stimulated. inhibition, % at 5 µM. actives 0.81% (n = 360,000); in the data active = inhibition above about 38%;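 also: enzyme fragment complementation signal reports receptor beta-arrestin coupling in cells; 0% = agonist plus DMSO wells and 100% = wells without agonist; some results beyond the cut were filed as inactive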
Target sequence (P32249 whole entry, looked up, the tested form may be a part): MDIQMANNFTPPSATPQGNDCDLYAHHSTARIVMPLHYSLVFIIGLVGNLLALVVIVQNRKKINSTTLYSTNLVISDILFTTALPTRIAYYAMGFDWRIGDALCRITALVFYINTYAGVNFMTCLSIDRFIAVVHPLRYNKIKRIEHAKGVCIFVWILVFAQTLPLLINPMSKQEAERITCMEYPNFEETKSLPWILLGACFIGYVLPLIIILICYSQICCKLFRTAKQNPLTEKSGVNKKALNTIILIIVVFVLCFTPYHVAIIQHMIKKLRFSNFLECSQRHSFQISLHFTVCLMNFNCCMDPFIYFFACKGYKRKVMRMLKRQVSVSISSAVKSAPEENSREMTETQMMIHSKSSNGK
CXCR6 inh = CXCR6 receptor inhibitors, primary screen, cell-based, beta-arrestin, luminescence, CHO-K1 PathHunter, 1536-well | inhibition, % at 20 µM | C-X-C chemokine receptor type 6 (Homo sapiens), O00574 | actives 0.36% (n = 360,000); in the data active = inhibition above about 34%, passing the limit was not always enough;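 also: antagonist mode with CXCL16 agonist at 10 nM final; 0% = 10 nM CXCL16 with DMSO and 100% = unstimulated wells without agonist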
Target sequence (O00574 whole entry, looked up): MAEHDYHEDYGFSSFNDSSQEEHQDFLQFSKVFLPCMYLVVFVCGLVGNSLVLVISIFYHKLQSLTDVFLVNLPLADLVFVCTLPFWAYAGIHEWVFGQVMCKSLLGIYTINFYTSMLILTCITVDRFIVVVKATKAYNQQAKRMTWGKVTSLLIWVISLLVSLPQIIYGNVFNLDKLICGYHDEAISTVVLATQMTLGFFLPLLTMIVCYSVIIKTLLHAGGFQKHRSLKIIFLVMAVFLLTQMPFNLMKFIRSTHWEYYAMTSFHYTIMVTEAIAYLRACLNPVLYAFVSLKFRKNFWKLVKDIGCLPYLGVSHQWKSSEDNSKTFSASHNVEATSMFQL
Numbers without * were called inactive. Only part of the results is shown; count on the stated rates, not on these rows.

EBI2 block,CXCR6 inh,smiles
-6,-2,CCOC(=O)C1=C(C)OC(=Cc2ccc(OC)cc2)C1=O
-3,1,Cn1c(=O)c2cc(NC(=O)CCc3ccc(O)cc3)ccc2n1Cc1cccc(C(F)(F)F)c1
1,2,CCOC(=O)C1(C)CCCN1C(=O)c1ccc(F)c(Cl)c1 (stereo not given)
-1,-1,CC(=O)NC(c1ccccc1)c1nc(-c2cccc(CO)c2)cs1 (stereo not given)
7,-4,Cc1c(-c2ccc(OCCN3CCOCC3)cc2)c(=O)oc2ccc3ccccc3c12
-5,-2,COCCNC(=O)C1CCCN(Cc2ccc(C)cc2)CC1 (stereo not given)
-14,-14,Cc1ccn2c(=S)[nH]nc2c1
1,7,CCN(CC)C(=O)C1=C(C)N(Cc2ccc(F)cc2)C(=O)C(CC(=O)NCCN2CCOCC2)C1 (stereo not given)
0,-1,CC1CCCCC1NC(=O)CSc1ncnc2sccc12 (stereo not given)
-1,2,CCCNC(=O)C1(C)CCCN(C(=O)c2ccc(OC)cc2OC)C1 (stereo not given)
-10,5,CC(C)NC(=O)C1CC(=O)N(CCc2ccc(F)cc2)C1 (stereo not given)
-1,-10,CCC1NC(=O)c2cccnc2-n2c1nc1ccc(C)cc1c2=O (stereo not given)
2,-8,COc1ccc(NC(=O)C2(C)CCN2Cc2ccc(OC(F)(F)F)cc2)cc1OC (stereo not given)
7,2,CCCCN1CC(COCc2ccccc2)Oc2cccc(OCc3ccc(OC)cc3)c2S1(=O)=O (stereo not given)
-2,10,COc1ccc(C(C)(NC(C)=O)c2nc(-c3cccc(NC(C)=O)c3)cs2)cc1 (stereo not given)
21,-3,CC(=O)Nc1cc(-c2ccc(F)cc2)cn2c(-c3ccc(F)c(Cl)c3)cnc12
3,-10,CCOC(=O)C1CCCN(C(=O)c2ccc3c(c2)CCO3)CC1 (stereo not given)
-8,-15,O=C(O)c1ccc(O)c2ncccc12
10,8,O=C(Nc1ccc(N2CCCC2)c(Cl)c1)c1ccccc1F
-5,-7,NC(c1csc(NC(=O)Nc2ccccc2Oc2ccccc2)n1)c1ccccc1Cl (stereo not given)
-6,6,O=C(NCc1cccnc1)c1cc(C2CCCN(S(=O)(=O)c3cccc4cccnc34)C2)on1 (stereo not given)
16,-5,Cc1ccc(-c2ccc(CN3C(C)C(=O)N(Cc4cn(Cc5ccco5)nn4)CCS3(=O)=O)cc2)c(C)c1 (stereo not given)
-5,-3,COc1cc(OC)c(OC)cc1C=Cc1ccc2ccccc2n1
-1,0,Cc1noc(C)c1C(=O)OC(C)C(=O)c1c[nH]c2ccccc12 (stereo not given)
-3,-1,COc1ccc(C(=O)N2CCC2(C)C(=O)NC(C)C)cc1OC (stereo not given)
4,5,Cc1ccc(CNC(=S)Nc2ccc3c(c2)c(=O)n(C)n3Cc2cccc(C(F)(F)F)c2)cc1
-9,3,COCCNC(=O)C1(C)CCCN(Cc2noc(-c3ccccc3OC)n2)C1 (stereo not given)
10,15,CCOC(=O)[C@]12CCC=C1N(Cc1ccc3c(c1)OCO3)C(=O)[C@H](CC(=O)N1CCC(c3ccccc3)CC1)C2
-11,4,CC1=C(C(=O)N2CCOCC2)CC(CC(=O)NCc2cccs2)C(=O)N1Cc1ccc(C(C)(C)C)cc1 (stereo not given)
-2,16,COc1ccc(OC)c(S(=O)(=O)NC(=O)C2(C)CCN2C(=O)c2ccco2)c1 (stereo not given)
3,-4,COc1cccc(C(NC(C)=O)c2nc(-c3cccc(F)c3)cs2)c1 (stereo not given)
-7,-5,Cc1noc(C)c1NC(=O)Nc1ccc2c(c1)C(=O)N([C@@H](C)CO)C[C@@H](C)[C@H](CN(C)C(=O)Nc1cccc3ccccc13)OCCCC[C@H](C)O2
-4,2,CCOc1ccc(CCNC(=O)COC(=O)c2[nH]c(C)c(C(C)=O)c2C)cc1OCC
7,11,O=C(NC(c1cccnc1)c1ccc2c(c1)OCO2)C1CCN(CCOc2ccc(Cl)cc2Cl)CC1 (stereo not given)
-2,3,C[C@H](CO)N1C[C@H](C)[C@@H](CN(C)C(=O)Nc2cccc3ccccc23)OCCCC[C@H](C)Oc2ccc(NS(=O)(=O)c3cn(C)cn3)cc2C1=O
-3,1,Cc1ccc(NC(=O)CSc2nnc3n2CCCCC3)cc1S(=O)(=O)N1CCOCC1

Arranged by length of the SMILES (lowest first): 16 of the compounds above.
EBI2 block,CXCR6 inh,smiles
-8,-15,O=C(O)c1ccc(O)c2ncccc12
-5,-3,COc1cc(OC)c(OC)cc1C=Cc1ccc2ccccc2n1
10,8,O=C(Nc1ccc(N2CCCC2)c(Cl)c1)c1ccccc1F
-3,-1,COc1ccc(C(=O)N2CCC2(C)C(=O)NC(C)C)cc1OC (stereo not given)
-1,0,Cc1noc(C)c1C(=O)OC(C)C(=O)c1c[nH]c2ccccc12 (stereo not given)
3,-4,COc1cccc(C(NC(C)=O)c2nc(-c3cccc(F)c3)cs2)c1 (stereo not given)
-9,3,COCCNC(=O)C1(C)CCCN(Cc2noc(-c3ccccc3OC)n2)C1 (stereo not given)
-5,-7,NC(c1csc(NC(=O)Nc2ccccc2Oc2ccccc2)n1)c1ccccc1Cl (stereo not given)
-3,1,Cc1ccc(NC(=O)CSc2nnc3n2CCCCC3)cc1S(=O)(=O)N1CCOCC1
-4,2,CCOc1ccc(CCNC(=O)COC(=O)c2[nH]c(C)c(C(C)=O)c2C)cc1OCC
-6,6,O=C(NCc1cccnc1)c1cc(C2CCCN(S(=O)(=O)c3cccc4cccnc34)C2)on1 (stereo not given)
7,11,O=C(NC(c1cccnc1)c1ccc2c(c1)OCO2)C1CCN(CCOc2ccc(Cl)cc2Cl)CC1 (stereo not given)
-11,4,CC1=C(C(=O)N2CCOCC2)CC(CC(=O)NCc2cccs2)C(=O)N1Cc1ccc(C(C)(C)C)cc1 (stereo not given)
10,15,CCOC(=O)[C@]12CCC=C1N(Cc1ccc3c(c1)OCO3)C(=O)[C@H](CC(=O)N1CCC(c3ccccc3)CC1)C2
-2,3,C[C@H](CO)N1C[C@H](C)[C@@H](CN(C)C(=O)Nc2cccc3ccccc23)OCCCC[C@H](C)Oc2ccc(NS(=O)(=O)c3cn(C)cn3)cc2C1=O
-7,-5,Cc1noc(C)c1NC(=O)Nc1ccc2c(c1)C(=O)N([C@@H](C)CO)C[C@@H](C)[C@H](CN(C)C(=O)Nc1cccc3ccccc13)OCCCC[C@H](C)O2

The listing continues:
EBI2 block,CXCR6 inh,smiles
1,-9,O=C(Nc1cccc(Cl)c1)ON1CCCCC1
-4,12,Cc1cc2nc(-c3ccc(Cl)cc3)c(Cc3ccsc3)n2c(C)c1Br
0,-2,COc1ccc(S(=O)(=O)NC(=O)C2(C)CCN2C(=O)C2CCCCC2)cc1OC (stereo not given)
1,-3,CC1CCC(NC(=O)c2ccc(Br)o2)CC1 (stereo not given)
10,-9,CC(=O)NC(c1cccc(F)c1)c1nc(-c2cnc3ccccc3c2)cs1 (stereo not given)
-12,-1,Cn1c(=O)c2cc(NC(=O)CCc3cccnc3)ccc2n1Cc1ccc(F)cc1
-5,-4,CCc1nc2ccc(C(=O)NCCCn3ccnc3)cn2c1N(C)Cc1ccc(Cl)cc1
4,-10,CCCc1ccc(C(O)c2ncc(-c3ccccc3F)[nH]2)cc1 (stereo not given)
-7,-8,O=S1(=O)N[C@H](Cc2ccccc2)COc2cc(N3CC[C@H](O)C3)ccc21
-3,-4,CCNC(=O)C1(C)CCN(Cc2noc(-c3c(C)noc3C)n2)C1 (stereo not given)
-5,1,COC(=O)C[C@H]1C[C@H]2c3cc(NC(=O)C4CCOCC4)ccc3O[C@H]2[C@@H](CO)O1
-9,1,COc1ccc(NC(=O)c2nc[nH]c2C(=O)N(C)CCO)cc1
6,1,O=C(NCc1ccccc1)c1cccc2c(-c3ccc(F)c(F)c3)coc12
11,7,CC(=O)NCCNc1nc2cc(-c3cccc(C(F)(F)F)c3)sc2c(=O)n1C
-11,0,Nc1nc2c(ncn2[C@@H]2O[C@H](CNCc3ccc(Oc4cc(-n5cccn5)ncn4)cc3)[C@@H](O)[C@H]2O)c(=O)[nH]1
4,2,c1ccc2c(c1)oc1c(-c3cccc4nccn34)cccc12
-10,4,Cc1cccc(-c2nnc(C(C)Nc3cccc(C(=O)NC4CC4)c3)o2)c1 (stereo not given)
-7,-6,COc1ccc2c(c1)CO[C@@]21O[C@H](CCO)C[C@H](O)[C@H]1O
1,3,CC(=O)c1cc2c(cc1NC(=O)CSc1ncccn1)OCO2
1,6,CCCCNc1c(CCc2ccccc2)nc2nc(C)cc(C)n12
-6,0,CN(C)c1cccc(CNC(=O)c2csc(COCCO)n2)c1
0,6,CSc1ccc(OC2(C)CCN(Cc3ccc(OC(F)(F)F)cc3)C2)cc1 (stereo not given)
16,11,CCCCCCN1C[C@@H](n2cc(C3CC3)nn2)[C@H](O)C[C@@H]1c1ccc(C)cc1
1,-6,COc1cccc(S(=O)(=O)N(C)C[C@@H]2OCc3cnnn3CCCC(=O)N([C@H](C)CO)C[C@@H]2C)c1

Continued, starting with the last 2 of the part before.
EBI2 block,CXCR6 inh,smiles
16,11,CCCCCCN1C[C@@H](n2cc(C3CC3)nn2)[C@H](O)C[C@@H]1c1ccc(C)cc1
1,-6,COc1cccc(S(=O)(=O)N(C)C[C@@H]2OCc3cnnn3CCCC(=O)N([C@H](C)CO)C[C@@H]2C)c1
7,-8,CC(C)C[C@@H]1CN(CCCC[C@H]2CNC(=O)C(=O)N2CCC2CCCCC2)C(=O)C(=O)N1CC1CCCCC1
21,1,COCCNc1nc(Nc2ccc(C)cc2C)c2sc(-c3ccccc3)cc2n1
0,-3,C[C@@H]1CN([C@@H](C)CO)C(=O)CCCn2nncc2CO[C@H]1CN(C)C(=O)CCC(F)(F)F
1,1,COc1ccc(Cc2c(-c3ccccc3)nc3c4ccccc4ccn23)c(C)c1
18,7,Cc1cccc(CNC(=O)c2sc(=O)n(Cc3c(C)cccc3C)c2C)c1
22,-1,COc1cc(F)ccc1-c1cc(C(=O)NCc2cc(C(F)(F)F)cc(C(F)(F)F)c2)[nH]n1
34,24,N#Cc1ccc(-c2nc3ccc(Cl)cn3c2Cc2cccc(F)c2)cc1
5,-4,COc1ccc(Cc2c(C(C)(C)C)nc3cc(C)c(Br)c(C)n23)c(C)c1
0,3,COc1ccc(/C=C2\SC(=S)N(CCC(=O)N3CCOCC3)C2=O)cc1OC
-1,2,Cc1ccc(F)c(S(=O)(=O)NC(=O)C2(C)CCN2C(=O)Cc2cc(F)ccc2F)c1 (stereo not given)
-3,6,O=C(Nc1ccccc1Cl)c1cc(C2CCCN(C(=O)c3cccs3)C2)on1 (stereo not given)
6,12,CCOC(=O)[C@]12CCCC=C1N(Cc1cccc3ccccc13)C(=O)[C@H](CC(=O)NCc1ccc(C)o1)C2
-13,4,COCCNc1nc(NCCCN(C)C)c2sccc2n1
-8,1,Cc1ccc2nc(-c3ccc(F)cc3)c(Cc3ccccn3)n2c1
-5,-6,Cc1ccccc1C(=O)N1CCC[C@@H]1C(=O)N1CCC[C@H]1C(=O)NCc1ccncc1
-3,11,CCOC(=O)c1ccc(NC(=S)P(=O)(c2ccccc2)c2ccccc2)cc1
3,13,CN(C)c1nc(N)nc2c1ncn2C1OC(CO)CC1O (stereo not given)
2,2,CCCCNC(=O)C1(C)CCCCN1C(=O)c1ccc(OC)c(C(F)(F)F)c1 (stereo not given)
5,0,COCCNC(=O)C1(C)CCCN(Cc2ccc(-c3ccccc3)o2)C1 (stereo not given)
11,1,CC(=O)Nc1cc(-c2cccc(C(=O)N(C)C)c2)cn2c(-c3ccc(C(C)=O)cc3)cnc12
1,-1,O=C1NC[C@@H](CCCCN2CCN(CCc3ccccc3)C(=O)C2=O)N(CC2CCCCC2)C1=O
-2,3,COC(=O)[C@H]1C[C@@]2(O)CN(S(=O)(=O)c3ccc(C)cc3)C[C@@]2(OC(=O)NC2CC2)C[C@H]1C(=O)OC
2,0,O=C(COC(=O)c1ccc2ccccc2c1)NCc1ccccc1
-3,4,CCc1nc2ccc(C(=O)NCCCn3ccnc3)cn2c1N(CC)CCOC
2,1,CC(C)CC1C(=O)N(Cc2cn(Cc3ccco3)nn2)CCS(=O)(=O)N1Cc1ccc(-c2ccncc2)cc1 (stereo not given)
2,-7,CC[C@@H](NC(=O)[C@@H](Cc1ccccc1)NC(=O)CC[C@H]1O[C@@H](n2ccc(=O)[nH]c2=O)[C@H](O)[C@@H]1O)c1ccccc1
30,12,CCCCN(C)c1c(C)nc2ccc(C(=O)NCCc3c[nH]c4ccccc34)cn12
1,-6,COc1ccc(CN2C(=O)C(CC(=O)NC3CCCCC3)CC(C(=O)N(C)C)=C2C)cc1 (stereo not given)
2,3,CC1=CC2=C(C=O)C(=O)C(C)(O)C(O)C2=CO1 (stereo not given)
3,-9,CCc1nc2ccc(C(=O)N(CC)CCN(C)C)cn2c1N(C)C(=O)c1cccc(OC)c1
-9,2,CC1(C(=O)NS(=O)(=O)C2CC2)CCN(C(=O)c2ccccc2F)C1 (stereo not given)
15,6,CCCCCCCCN1C(=O)[C@H](CC(=O)NCCCOCCCC)C[C@@]2(C(=O)OC)CCCCC=C12
-2,-3,OCCN1CCN(c2ncnc3c2ncn3[C@H]2CN(Cc3ccccc3)C[C@@H](CO)O2)CC1
-7,-11,O=C(COC(=O)/C=C/c1ccc2c(c1)OCO2)NCc1ccc(F)cc1
2,-3,Cc1cccc(C)c1NC(=O)CN1CCC(Cc2ccccc2)CC1
27,9,COc1ccc(NC(=O)C[C@H]2C(=O)N(c3ccc(Br)cc3)C[C@@H]2c2ccc(OC)cc2)cc1
9,1,CCN(CC1CCCN(CCc2cccc(F)c2)C1)C(=O)c1ccoc1C (stereo not given)
0,-3,Cc1ccccc1CC1(CO)CCCN(C(=O)c2ccoc2)C1 (stereo not given)
-2,3,N#CCCN(Cc1cccnc1)CN1C(=O)c2ccccc2C1=O
-3,6,CCC(c1nnnn1-c1c(C)cccc1C)N1CCN(CC)CC1 (stereo not given)
-2,-1,CNc1ccc(-c2ccccc2CO)cn1
